CAL PDZ FP-1 = blocks peptide binding to the human CAL PDZ domain. Q9HD26. purified CAL PDZ, TMR-peptide fluorescence polarization, 1 h. inhibition, % at 24.9 µM. 0.92% of 300,000 active. AID 602252;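 active = mean inhibition of at least 30% with at least half of replicates also reaching 30%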;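 note: 0% = DMSO neutral control and 100% = excess unlabeled competitor peptide PRC23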
MITF TRPM1 HTS = increases MITF-driven TRPM1 promoter luciferase signal | SK-MEL-5 TRPM1-promoter luciferase, 24 h; % of positive control, neutral wells = 0 | activation, % at 12.5 µM | 0.75% of 300,000 active | AID 588334;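 active = mean activation of at least 80% with every replicate also reaching 80%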;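 note: 0% = neutral control wells and 100% = parthenolide positive control wells; values of inactives mirror those of a sister screen read the other way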
RTF Ca sens act = cardiac RTF calcium sensitization; IANBD-labeled TnC RTF fluorescence at EC20 calcium; 0% EC20 calcium, 100% full calcium; activation, % at 7.2 µM; 0.24% of 340,000 active; AID 493008;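 active = activation above the mean over all tested compounds plus 3 SD, cut at about 30% in these data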;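 note: rise in fluorescence read as greater calcium sensitivity of cardiac thin filaments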
Rtt109 Vps75 = blocks Candida albicans Rtt109/Vps75 acetyltransferase activity; Q5AAJ8; purified Rtt109/Vps75, ThioGlo CoA-SH fluorescence, 4 h; 0.16% of 330,000 active; AID 540336; inhibition, % at 34.9 µM;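 active = inhibition of at least 50% in every replicate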
Target sequence (Q5AAJ8 whole entry, looked up): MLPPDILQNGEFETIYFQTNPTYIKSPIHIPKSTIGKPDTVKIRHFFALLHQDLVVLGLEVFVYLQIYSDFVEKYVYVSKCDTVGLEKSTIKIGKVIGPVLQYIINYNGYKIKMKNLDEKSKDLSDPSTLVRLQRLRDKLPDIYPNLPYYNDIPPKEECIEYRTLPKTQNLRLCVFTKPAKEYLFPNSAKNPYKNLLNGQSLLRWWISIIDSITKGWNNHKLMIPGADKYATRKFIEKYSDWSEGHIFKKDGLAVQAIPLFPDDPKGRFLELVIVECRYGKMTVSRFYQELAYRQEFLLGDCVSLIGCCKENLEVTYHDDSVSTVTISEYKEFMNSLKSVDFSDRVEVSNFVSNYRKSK
CAL PDZ FP-2 = inhibitors of human CAL PDZ peptide binding; Q9HD26; purified CAL PDZ, TMR-peptide fluorescence polarization, 1 h; inhibition, % at 20 µM; 0.02% of 330,000 active; AID 504414;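 active = highest replicate inhibition of at least 40%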;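 note: plate controls were DMSO neutral control wells for no effect and unlabeled competitor peptide control wells for full effect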
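Test system: purified CerCALP PDZ construct; Compound dosing: one concentration, 20 µM compound; Also added: TMR-labelled reporter peptide T*-PRC34 bound in PDZ groove; Read-out: inhibition from polarization loss; Controls: unlabelled peptide and DMSO controls; Signal: FP readout, S and P plane fluorescence; Incubation: 1 h at RT.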
CDK5 inh = inhibitors of human CDK5/p35 kinase | Q00535+Q15078 | Recombinant CDK5/p35, ADP-Glo luminescence, 60 min | inhibition, % at 10 µM | 0.01% of 330,000 active | AID 488839;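 active = highest replicate inhibition of at least 50% and at least 75% of replicates reaching 50%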;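 note: plate controls were DMSO neutral control for no effect and GW8510 at 10 µM for full effect; many of its hits are not listed in these tables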
Tat export inh = E. coli Tat transport inhibition; E. coli MC4100 TorA-mCherry Tat export, fluorescence; inhibition, % at 10 µM; 0.036% of 340,000 active;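 active = mean replicate inhibition at least 50% and at least half of replicates individually reaching 50%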;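 note: exported cargo escapes ClpAP degradation while cytoplasmic cargo is degraded and loses fluorescence; 0% = median of neutral control wells and 100% = median of NaSCN control wells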
dFosB act = activators of mouse delta FosB homodimer. activation, % at 25 µM. AID 493131. 0.99% of 340,000 active. P13346. purified delta FosB, TAMRA-CDK5 oligo fluorescence polarization; percent of positive-control signal above neutral wells;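 active = mean activation above about 17%, with every replicate also reaching it, limit read from the data, passing the limit was not always enough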;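 note: fluorescence polarization rise as delta FosB binds a TAMRA Cdk5 AP-1 oligo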
Target sequence (P13346 whole entry, looked up): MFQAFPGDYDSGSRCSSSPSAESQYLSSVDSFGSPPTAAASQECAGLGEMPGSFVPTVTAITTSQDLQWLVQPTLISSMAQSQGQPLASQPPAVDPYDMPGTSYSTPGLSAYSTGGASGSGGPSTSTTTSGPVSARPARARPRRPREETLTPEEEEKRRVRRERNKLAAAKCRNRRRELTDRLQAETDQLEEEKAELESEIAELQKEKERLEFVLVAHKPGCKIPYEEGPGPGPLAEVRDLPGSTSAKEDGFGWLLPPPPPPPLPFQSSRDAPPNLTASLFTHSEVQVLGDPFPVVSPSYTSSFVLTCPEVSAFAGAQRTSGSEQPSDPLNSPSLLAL
V-ATPase pHluor = regulators of yeast V-ATPase proton transport; S. cerevisiae, pHLuorin cytosolic pH fluorescence; response, % at 10 µM; 0.37% of 350,000 active; AID 504577; in the data active = response mostly above about 7.3%, no sharp cut-off; inactive = mostly below about 5.4%; note: actives read high; inactives centre near 0; some compounds called inactive have numbers as strong as hits
Wnt act = activates Wnt/beta-catenin signaling in a reporter cell assay; activator, plate reader; activation, % at 9.35 µM; 1.2% of 300,000 active; AID 743398; in the data active = activation above about 30%, passing the limit was not always enough;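 note: 0% = neutral control wells and 100% = positive control wells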
* = called active by the depositor.

For O=C(COC(=O)c1c2c(nc3ccccc13)CCCC2)Nc1ccc2c(c1)OCO2 the results were CAL PDZ FP-1 0, MITF TRPM1 HTS 8, RTF Ca sens act 2, Rtt109 Vps75 7, CAL PDZ FP-2 -1.7, CDK5 inh 0.4, Tat export inh 1, dFosB act 8 and V-ATPase pHluor 5.
Screening CCOC(=O)C1=CN(Cc2cccc(F)c2)S(=O)(=O)N(CC)C1c1ccc(Br)cc1F (stereo unspecified) returned CAL PDZ FP-1 -2, MITF TRPM1 HTS -1, RTF Ca sens act -2, Rtt109 Vps75 2, CAL PDZ FP-2 0.1, CDK5 inh 0.3, Tat export inh -7, dFosB act 5, V-ATPase pHluor 0 and Wnt act -11.
Screening Cc1cccc(C(=O)OCC(=O)NC(=O)c2ccccc2)c1O returned MITF TRPM1 HTS -4, RTF Ca sens act 6, Rtt109 Vps75 -9, CAL PDZ FP-2 -0.4, CDK5 inh 0.1, Tat export inh 5, dFosB act -4, V-ATPase pHluor -5 and Wnt act -2.
For COc1ccc(C(C(=O)NC2CCCC2)N(Cc2cccs2)C(=O)c2ccn[nH]2)cc1OC (stereo unspecified) the results were MITF TRPM1 HTS -4, RTF Ca sens act 2, Rtt109 Vps75 -3, CAL PDZ FP-2 -0.3, CDK5 inh 0.7, Tat export inh 3, dFosB act -1, V-ATPase pHluor 0 and Wnt act 0.
Screening CCOc1ccc(CNC(=O)CN2C(=O)CSc3ccc(S(=O)(=O)N4CCOCC4)cc32)cc1OC returned CAL PDZ FP-1 0, MITF TRPM1 HTS -1, RTF Ca sens act 3, Rtt109 Vps75 -1, CAL PDZ FP-2 -2.5, CDK5 inh 1.2, Tat export inh 6, dFosB act -10, V-ATPase pHluor -2 and Wnt act -1.
`O=C(c1ccco1)N1CCN(C(=S)NCc2ccc(F)cc2)CC1` gave CAL PDZ FP-1 -2, MITF TRPM1 HTS -5, RTF Ca sens act -6, Rtt109 Vps75 -8, CAL PDZ FP-2 -2.8, CDK5 inh 0.0, Tat export inh -7, dFosB act -3, V-ATPase pHluor 0 and Wnt act -1.
`Nc1c(-c2ccccc2)cnc2ncnn12` gave CAL PDZ FP-1 -3, RTF Ca sens act 6, Rtt109 Vps75 -8, CAL PDZ FP-2 -0.5, CDK5 inh 3.3, Tat export inh -4, dFosB act -5 and V-ATPase pHluor 8.
`COc1ccc(-c2sc3ccccc3c2-c2ccc(OCCN3CCOCC3)cc2)cc1` gave CAL PDZ FP-1 1, MITF TRPM1 HTS 9, RTF Ca sens act 2, Rtt109 Vps75 -3, CAL PDZ FP-2 0.8, CDK5 inh 0.2, Tat export inh -5, dFosB act 2, V-ATPase pHluor 1 and Wnt act -2.
`Cc1cc(F)ccc1NC(=O)C1CCCO1` (stereo unspecified) gave CAL PDZ FP-1 1, MITF TRPM1 HTS 10, RTF Ca sens act -3, Rtt109 Vps75 2, CAL PDZ FP-2 0.6, CDK5 inh -1.5, Tat export inh 3, dFosB act -4, V-ATPase pHluor 1 and Wnt act 11.
Screening CCN(C(=O)Nc1ccccc1OC)c1c(N)n(Cc2ccccc2)c(=O)[nH]c1=O returned CAL PDZ FP-1 -2, MITF TRPM1 HTS -1, RTF Ca sens act -4, Rtt109 Vps75 -17, CAL PDZ FP-2 -1.0, CDK5 inh -0.9, Tat export inh -1, dFosB act -3 and V-ATPase pHluor -2.

Structural class: the entries above containing a thiophene ring, fused or not (two)
For COc1ccc(C(C(=O)NC2CCCC2)N(Cc2cccs2)C(=O)c2ccn[nH]2)cc1OC (stereo unspecified) the results were MITF TRPM1 HTS -4, RTF Ca sens act 2, Rtt109 Vps75 -3, CAL PDZ FP-2 -0.3, CDK5 inh 0.7, Tat export inh 3, dFosB act -1, V-ATPase pHluor 0 and Wnt act 0.
`COc1ccc(-c2sc3ccccc3c2-c2ccc(OCCN3CCOCC3)cc2)cc1` gave CAL PDZ FP-1 1, MITF TRPM1 HTS 9, RTF Ca sens act 2, Rtt109 Vps75 -3, CAL PDZ FP-2 0.8, CDK5 inh 0.2, Tat export inh -5, dFosB act 2, V-ATPase pHluor 1 and Wnt act -2.

(further entries)
For C=CCON/C(CCC)=C1\C(=O)CC(C)(C)CC1=NC the results were CAL PDZ FP-1 -9, MITF TRPM1 HTS -2, RTF Ca sens act 7, Rtt109 Vps75 0, CAL PDZ FP-2 -1.3, CDK5 inh -0.4, Tat export inh 4, dFosB act -4, V-ATPase pHluor 1 and Wnt act -3.
N#Cc1cc(NC2CCCC2)c([N+](=O)[O-])cc1C#N was read as CAL PDZ FP-1 -15, MITF TRPM1 HTS -18, RTF Ca sens act -5, Rtt109 Vps75 4, CAL PDZ FP-2 -3.8, CDK5 inh 0.6, Tat export inh -3, dFosB act 4, V-ATPase pHluor 3 and Wnt act -1.
Screening CCN(CCNC(=O)C1CCCN(c2ncnc3c2nc2n3CCCCC2)C1)Cc1ccccc1 (stereo unspecified) returned CAL PDZ FP-1 -3, MITF TRPM1 HTS -14, RTF Ca sens act -7, Rtt109 Vps75 9, CAL PDZ FP-2 -2.5, CDK5 inh -1.1, Tat export inh 5, dFosB act 0, V-ATPase pHluor 2 and Wnt act 1.
Screening OC(CNCc1ccc2c(c1)OCO2)COc1ccccc1 (stereo unspecified) returned CAL PDZ FP-1 -1, MITF TRPM1 HTS -7, RTF Ca sens act 5, Rtt109 Vps75 13, CAL PDZ FP-2 -1.3, CDK5 inh 2.7, Tat export inh 13, dFosB act 2, V-ATPase pHluor 2 and Wnt act 0.
`CCCNC(=O)c1cnc(-c2ccccc2)nc1-c1ccccc1` gave CAL PDZ FP-1 -5, MITF TRPM1 HTS 8, RTF Ca sens act 8, Rtt109 Vps75 4, CDK5 inh -1.1, Tat export inh -8, dFosB act -2, V-ATPase pHluor 7 and Wnt act -1.
Screening CCN1CCN(c2ccc(N3CCN(C(=O)c4ccc(Br)o4)CC3)nn2)CC1 returned MITF TRPM1 HTS 1, RTF Ca sens act 9, Rtt109 Vps75 -18, CAL PDZ FP-2 0.5, CDK5 inh -0.4, Tat export inh -8, dFosB act 9, V-ATPase pHluor 0 and Wnt act -2.
CCCn1cnc2cc(NCc3cccc(OC)c3O)ccc21 was read as MITF TRPM1 HTS 47, RTF Ca sens act 3, Rtt109 Vps75 3, CAL PDZ FP-2 0.8, CDK5 inh 0.8, Tat export inh 0, dFosB act -4 and V-ATPase pHluor 6.
For CNc1c2cccc(C)c2nc2c(C(=O)NCCN(C)C)cccc12 the results were CAL PDZ FP-1 -4, MITF TRPM1 HTS -100, RTF Ca sens act 19, Rtt109 Vps75 3, CAL PDZ FP-2 -1.4, CDK5 inh -8.3, Tat export inh -1, dFosB act 2, V-ATPase pHluor 6 and Wnt act 4.
For Cc1ccc(NC(=O)c2cc(=O)[nH]c3ccc(S(=O)(=O)N4CCOCC4)cc23)nc1 the results were CAL PDZ FP-1 -4, MITF TRPM1 HTS 0, RTF Ca sens act 4, Rtt109 Vps75 8, CAL PDZ FP-2 0.5, CDK5 inh 1.0, Tat export inh -9, dFosB act -8, V-ATPase pHluor -5 and Wnt act 0.
For COc1cc(C(=O)NCCOc2ccccc2C)cc(OC)c1OC the results were CAL PDZ FP-1 22, MITF TRPM1 HTS -9, RTF Ca sens act -1, Rtt109 Vps75 11, CAL PDZ FP-2 -0.4, CDK5 inh 0.1, Tat export inh 3, dFosB act 5, V-ATPase pHluor -2 and Wnt act 1.

Fetched by structure from above:
For Cc1ccc(NC(=O)c2cc(=O)[nH]c3ccc(S(=O)(=O)N4CCOCC4)cc23)nc1 the results were CAL PDZ FP-1 -4, MITF TRPM1 HTS 0, RTF Ca sens act 4, Rtt109 Vps75 8, CAL PDZ FP-2 0.5, CDK5 inh 1.0, Tat export inh -9, dFosB act -8, V-ATPase pHluor -5 and Wnt act 0.
N#Cc1cc(NC2CCCC2)c([N+](=O)[O-])cc1C#N was read as CAL PDZ FP-1 -15, MITF TRPM1 HTS -18, RTF Ca sens act -5, Rtt109 Vps75 4, CAL PDZ FP-2 -3.8, CDK5 inh 0.6, Tat export inh -3, dFosB act 4, V-ATPase pHluor 3 and Wnt act -1.

The listing continues:
For O=C(COC(=O)CCC(=O)c1cccs1)Nc1cccc(F)c1 the results were CAL PDZ FP-1 -3, MITF TRPM1 HTS -7, RTF Ca sens act 2, Rtt109 Vps75 9, CAL PDZ FP-2 -2.3, CDK5 inh -0.1, Tat export inh -14, dFosB act -8, V-ATPase pHluor 4 and Wnt act 1.
For O=C(COC(=O)CNC(=O)c1ccccc1Cl)Nc1cc(C(F)(F)F)ccc1Cl the results were CAL PDZ FP-1 -2, MITF TRPM1 HTS 12, RTF Ca sens act -1, Rtt109 Vps75 -1, CAL PDZ FP-2 -1.2, CDK5 inh 0.3, Tat export inh -49, dFosB act -2, V-ATPase pHluor -4 and Wnt act 2.
Screening COc1ccc2nc(/N=C(\N)NC(=O)N3c4ccccc4Sc4ccccc43)nc(C)c2c1 returned CAL PDZ FP-1 -4, MITF TRPM1 HTS -1, RTF Ca sens act -10, Rtt109 Vps75 5, CAL PDZ FP-2 -2.8, CDK5 inh -1.9, Tat export inh -3, dFosB act -11, V-ATPase pHluor 0 and Wnt act -3.
For COc1ccc(S(=O)(=O)Nc2cc(Cl)ccc2OC)cc1 the results were CAL PDZ FP-1 -1, MITF TRPM1 HTS -22, RTF Ca sens act -5, Rtt109 Vps75 8, CDK5 inh 1.5, Tat export inh -7, dFosB act -1 and V-ATPase pHluor 1.
COC(=O)c1ccc(NC(=O)c2cn(-c3cccc(C)n3)cn2)cc1 was read as CAL PDZ FP-1 0, MITF TRPM1 HTS 21, RTF Ca sens act -5, Rtt109 Vps75 1, CDK5 inh 0.4, Tat export inh -5, dFosB act 3, V-ATPase pHluor -2 and Wnt act 1.
Screening CC12CN3CC(C)(CN(C1)C3c1ccccc1)C2O (stereo unspecified) returned CAL PDZ FP-1 4, MITF TRPM1 HTS -2, RTF Ca sens act 2, Rtt109 Vps75 -20, CAL PDZ FP-2 0.2, CDK5 inh 1.0, Tat export inh -2, dFosB act 3, V-ATPase pHluor -2 and Wnt act -1.
`COC(C(=O)Nc1ccnn1C1CCN(C(=O)c2ccc(C)cc2)CC1)c1ccccc1` (stereo unspecified) gave CAL PDZ FP-1 -7, MITF TRPM1 HTS 0, RTF Ca sens act 1, Rtt109 Vps75 -4, CAL PDZ FP-2 -1.7, Tat export inh -6, dFosB act -4, V-ATPase pHluor 7 and Wnt act -1.
For Cc1oc2ccc(OCc3ccccc3F)cc2c1C(=O)O the results were CAL PDZ FP-1 -6, MITF TRPM1 HTS -2, RTF Ca sens act 5, Rtt109 Vps75 23, CAL PDZ FP-2 -1.1, CDK5 inh 0.3, Tat export inh -7, dFosB act -4, V-ATPase pHluor -14 and Wnt act -7.
For COc1ccccc1NS(=O)(=O)c1ccc(C(=O)OCC(=O)NCc2ccco2)cc1 the results were CAL PDZ FP-1 1, MITF TRPM1 HTS -4, RTF Ca sens act 4, Rtt109 Vps75 9, CAL PDZ FP-2 -0.9, CDK5 inh -1.1, Tat export inh -3, dFosB act -8 and V-ATPase pHluor -1.

Screens deposited in PubChem by several laboratories.
